Source: PubChem BioAssay
AmpC detergent – AmpC beta-lactamase inhibition with detergent present; AmpC hydrolysis of nitrocefin, absorbance 480 nm, 0.01% Triton; Potency, µM (titrated, usually from 114 µM), for the others: at the highest dose activity change, negative = inhibition, actives largely listed as inhibitors; 370,000 tested, 0.041% active;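 also: potency is read from the fitted curve at half-maximal effect; 0% = no-compound wells and -100% = no-enzyme wells; nearly all actives have a fitted effect of over 25% in size; some results filed as inactive show a strong effect at the top dose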
Target sequence (P00811 whole entry, looked up): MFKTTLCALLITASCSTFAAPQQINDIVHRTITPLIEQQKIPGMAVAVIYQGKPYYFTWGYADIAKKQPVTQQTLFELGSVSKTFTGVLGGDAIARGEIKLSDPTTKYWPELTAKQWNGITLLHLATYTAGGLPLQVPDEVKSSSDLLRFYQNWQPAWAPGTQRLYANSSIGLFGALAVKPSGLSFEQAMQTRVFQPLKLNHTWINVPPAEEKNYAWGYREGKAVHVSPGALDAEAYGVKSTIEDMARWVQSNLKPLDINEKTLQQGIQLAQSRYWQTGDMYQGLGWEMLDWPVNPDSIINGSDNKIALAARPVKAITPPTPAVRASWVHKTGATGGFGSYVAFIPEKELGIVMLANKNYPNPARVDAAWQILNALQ
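20 mM phosphate pH 7.0 + 0.01% (detergent screen) or 0.0001% Triton X-100; 5.3 nM AmpC reagent; cpd preinc 15 min RT; nitrocefin (800 uM stock) to start; A480 q20 s × 4 min; Activity was normalised to no-enzyme and no-compound control wells.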
HCV inhibitor – HCV inhibition. 340,000 tested, 3.4% active. Potency, µM (top dose mostly 41.8 µM), for the others: at the highest dose activity change, negative = inhibition, usual class: inhibitors. Huh7.5.1 HCVcc-Cre infection, luciferase reporter, 44 h; also: potency is read from the fitted curve at half-maximal effect
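Reporter virus HCVcc-Cre (~0.5 moi) infects cells exposed to compound; seeding density 1,000 cells/well with 4 h settling beforehand. Luminescence, 15 sec read, taken 44 h post-infection following a 15 min RT substrate incubation.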
FBPA Giardia inh – Giardia lamblia aldolase inhibition; purified Giardia FBPA; Potency, µM (series often up to 59.6 µM), for inactives: at the highest dose activity, negative = inhibition, hits mostly inhibitors; 290,000 tested, 0.71% active; A8B2U2; AID 2451; also: potency is read from the fitted curve at half-maximal effect; nearly all actives have a fitted effect of over 55% in size
Target sequence (A8B2U2 whole entry, looked up): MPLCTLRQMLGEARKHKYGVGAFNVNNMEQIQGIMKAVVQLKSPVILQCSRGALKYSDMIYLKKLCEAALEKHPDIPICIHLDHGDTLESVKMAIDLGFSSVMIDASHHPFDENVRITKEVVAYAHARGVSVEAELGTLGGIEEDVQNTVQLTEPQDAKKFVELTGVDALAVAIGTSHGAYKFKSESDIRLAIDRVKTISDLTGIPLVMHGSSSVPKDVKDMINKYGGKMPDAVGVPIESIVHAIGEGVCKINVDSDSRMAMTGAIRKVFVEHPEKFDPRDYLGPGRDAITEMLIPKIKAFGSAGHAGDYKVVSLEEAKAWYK
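40 nM FBPA preincubated 10 min at RT with compound (up to 57.5 uM final), then substrate plus GAPDH/TPI/NAD/arsenate coupling and diaphorase/resazurin added. Fluorescence read after 20 min at RT, 525/598 nm.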
AMA1-RON2 inh – AMA1-RON2 (P. falciparum) interaction inhibition | AlphaScreen AMA1-biotinylated RON2 peptide binding | Potency, µM (highest dose often 58.2 µM), without a hit: top-dose activity change, negative = inhibition, hits mostly inhibitors | 360,000 tested, 0.2% active | AID 720542;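 also: potency is read from the fitted curve at half-maximal effect; 0% = vehicle wells and -100% = peptide control; nearly all actives have a fitted effect of over 45% in size; some results filed as inactive show a strong effect at the top dose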
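AMA1 (3D7) with his tag at 25 nM final met compounds first, then biotinylated RON2 peptide at 25 nM; detection used donor plus acceptor beads, 10 µg/mL apiece, read by AlphaScreen after 30 min at room temperature.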
Sm TGR block – inhibitors of Schistosoma mansoni thioredoxin glutathione reductase; Q962Y6; purified TGR, DTNB reduction, TNB absorbance 405 nm; 360,000 tested, 3% active; Potency, µM (highest dose often 114 µM), without a hit: at the top dose activity change, negative = inhibition, hits mostly inhibitors; also: potency is read from the fitted curve at half-maximal effect; nearly all actives have a fitted effect of over 60% in size
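TGR 20 nM + NADPH 100 uM (dispensed conc.), cpd preinc 15 min RT; start with NADPH (500 uM addition) then DTNB (15 mM addition). Kinetic TNB absorbance, 405 nm filter. Four-parameter Hill fit across titration.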
HCMV antiviral – human cytomegalovirus inhibition; HFF cells, HCMV-luciferase reporter, 72 h; stronger effect = lower value; activity change, negative = inhibition, % at 57.5 µM; 410,000 tested, 4.5% active; in the data active = activity change below about -60%; inconclusive = no clear call, values can overlap the other calls; inactive = above about -39%
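Screen run at 2 compound doses on HFFs infected with reporter HCMV, MOI 1 PFU/cell. Luciferase activity from cell lysates at 72 h post infection gave inhibition relative to buffer-only and Salinomycin wells.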
* = called active by the depositor; ? = inconclusive; · = not tested or not shown; [ ] = remark or other dose. Unless noted, calls follow the shape of the dose curve; as a rule, active = well fitted curve in the direction sought with a large enough effect; inconclusive = small, poorly fitted or top-dose-only effect, or another doubt; inactive = no such curve, though single readings can be large; an effect the other way counts as inactive or inconclusive. Unless noted, % is scaled to controls: 0 for no effect and ±100 for the full control effect.

1) CCOC(=O)N1CCN(C(=O)C2CC(c3ccccc3OC)=NO2)CC1 (configuration not stated)
2) COc1ccc2[nH]c3c4c(ccc3c2c1)C(=O)C=CC4=O
3) Cc1cnc(NC(=O)c2nn(C)cc2[N+](=O)[O-])s1
4) O=C(CN(C(=O)c1csnn1)c1ccccc1F)NCc1ccccc1
5) O=C(O)CC(CC(=O)O)n1cccc1
6) Cc1ccc(N2CN(Cc3ccco3)CNC2=S)cc1
Screen / compound no. | 1 | 2 | 3 | 4 | 5 | 6
AmpC detergent | -8% | 3% | 2% | 8% | · | ?
HCV inhibitor | -2% | ? | ? | 11% | 24% | 21%
FBPA Giardia inh | -3% | ? | -1% | -8% | · | 5%
AMA1-RON2 inh | -14% | ? | -7% | 8% | 4% | -5%
Sm TGR block | 4% | 0.71µM* | · | 11% | · | -4%
HCMV antiviral | 33 | 81 | -99* | 16 | -4 | 10

7) CC(=NNC(=S)N1CC2CCC(CC2)C1)c1cccc(C)n1
8) Cc1ccc(NC(=O)C2CC(=O)N/C(=N/N=C/c3ccco3)S2)cc1 (configuration not stated)
9) CCn1c(SCC(=O)Nc2cc(C)on2)nnc1-c1cccc(C)c1
10) CC(NC(=S)Nc1c(Cl)cccc1OC(F)F)C(C)(C)C (configuration not stated)
11) CCOc1ccc(Nc2nc(N)c([N+](=O)[O-])c(N3CCN(CC)CC3)n2)cc1
12) CN(C)C(=O)Oc1noc2cc(Cl)ccc12
Screen / compound no. | 7 | 8 | 9 | 10 | 11 | 12
AmpC detergent | · | 2% | -16% | 2% | 6% | ?
HCV inhibitor | ? | 13% | 18% | 2% | 0% | 10%
FBPA Giardia inh | · | 3% | -3% | 1% | 3% | 1%
AMA1-RON2 inh | 2% | 64%[activator] | 5% | 26% | -23% | -10%
Sm TGR block | · | -22% | 2% | 2% | 11% | 9%
HCMV antiviral | -83* | -15 | -23 | ? | 23 | -27

13) CCOc1ccc(CNC(=O)CCS(=O)(=O)c2cc3c(cc2Cl)NC(=O)CO3)cc1OC
14) O=C(COc1ccc2ccccc2c1Br)N1CCCCC1
15) COc1ccc(NC2CCCN(C(=O)CCc3ccccc3F)C2)cc1 (configuration not stated)
16) Cc1ccc(-c2c(C(=O)N/N=C/c3ccncc3)nnn2-c2nonc2N)cc1
17) N#Cc1ncc(Cl)c2ccccc12
18) CCOC(=O)C1=C(CS(=O)(=O)c2ccc(F)cc2)NC(=O)NC1c1cc(OC)c(O)c(OC)c1 (configuration not stated)
Screen / compound no. | 13 | 14 | 15 | 16 | 17 | 18
AmpC detergent | 8% | 2% | ? | 3% | -2% | -10%
HCV inhibitor | · | 5% | 4% | 0% | 12% | 17%
FBPA Giardia inh | · | · | 1% | -3% | 4% | -5%
AMA1-RON2 inh | · | -8% | -6% | 0% | 7% | 1%
Sm TGR block | -1% | 0% | -14% | 9% | 11% | -13%
HCMV antiviral | 4 | · | -8 | -3 | -2 | -31

Single entries from the list.
#6 in HCV inhibitor → 21%
#2 in Sm TGR block → 0.71µM*
#10 in FBPA Giardia inh → 1%
#8 in AmpC detergent → 2%

The listing continues.
19) CCOC(=O)C(=O)NCC(c1ccco1)S(=O)(=O)c1cccs1 (configuration not stated)
20) Clc1cccc(Cl)c1CN1CCN(c2ncccn2)CC1
21) COc1ccc(C(=O)Nc2ccc(CN3CCOCC3)cc2)cc1Br
22) Cc1noc(C)c1COc1ccc(C(=O)N2CCN(S(=O)(=O)c3ccc(Cl)cc3)CC2)cc1
23) CS(=O)(=O)Nc1ccccc1C(=O)Nc1ccccc1Cl
24) COc1ccc(C(=O)NC(=S)NNC(=O)c2ccc3ccccc3n2)cc1
Screen / compound no. | 19 | 20 | 21 | 22 | 23 | 24
AmpC detergent | -14% | -17% | ? | 0% | ? | -2%
HCV inhibitor | -9% | 18% | -28% | 42%[activator] | 8% | 11µM*
FBPA Giardia inh | · | ? | 2% | · | 5% | 1%
AMA1-RON2 inh | -1% | 0% | 0% | -4% | 9% | 48%[activator]
Sm TGR block | 2.5µM* | ? | ? | 0% | -10% | 6%
HCMV antiviral | -13 | -39 | -29 | · | 33 | -97*

25) N#Cc1c(-c2ccccc2)c(-c2ccccc2)n[nH]c1=O
26) Cc1cc(OCC(=O)NCC(C)C)cc(C)c1Br
27) C=CCN1C=C2C(=O)C(C)(OC(=O)CCc3ccccc3)C(=O)C=C2C=C1c1ccc(C#N)cc1 (configuration not stated)
28) O=c1[nH]c(/C=C\c2cccc(C(F)(F)F)c2)nc(O)c1[N+](=O)[O-]
29) O=C1/C(=C/c2ccccc2)CSc2sccc21
30) COc1ccc2[nH]cc(C(=O)CN3CCCC(C)(C)C3)c2c1
Screen / compound no. | 25 | 26 | 27 | 28 | 29 | 30
AmpC detergent | -13% | -9% | 5% | -10% | -12% | 2%
HCV inhibitor | 10% | 13% | -9% | 27% | 9% | ?
FBPA Giardia inh | 5% | 9% | ? | -7% | -14% | -4%
AMA1-RON2 inh | 5% | 29% | 6% | 2% | 25% | 0%
Sm TGR block | 7% | 3% | -26% | 0% | 9% | -30%
HCMV antiviral | ? | -14 | -24 | -9 | 110 | -17

31) COc1cccc2cc(-c3nc(Nc4cccc(C)c4C)sc3C)c(=O)oc12
32) CCCCOC(=O)c1ccc(OC(=O)c2cccnc2)cc1
33) CC(=O)c1ccc(S(=O)(=O)Oc2ccc(-c3ccc(C(=O)O)cc3)cc2)cc1
34) O=C(C[n+]1cc(Br)cc2ccccc21)c1ccc(Br)cc1
35) COc1ccc(-c2nc3cccc(C)n3c2NCc2ccco2)cc1OC
36) CCCCCCOC(=O)Nc1ccc(S(=O)(=O)Nc2cccc([N+](=O)[O-])c2)cc1
Screen / compound no. | 31 | 32 | 33 | 34 | 35 | 36
AmpC detergent | -2% | -10% | -2% | -9% | 0% | -11%
HCV inhibitor | · | 7% | 22% | -29% | ? | 9%
FBPA Giardia inh | · | 12% | 8% | 8% | ? | -2%
AMA1-RON2 inh | · | -7% | 14% | -15% | -13% | -6%
Sm TGR block | 3% | 0% | 3% | -13% | -28% | -3%
HCMV antiviral | -19 | 15 | -1 | 141 | -6 | 5

37) COc1ccc(OCC(=O)N/N=C/c2ccsc2)cc1
38) CN(C)C(=O)N1CCC(C(=O)N2CCCC(C(=O)c3cccc4ccccc34)C2)CC1 (configuration not stated)
39) Cc1cccc(-c2oc3ccccc3c2C#CCCO)c1
40) Clc1ccc(CSc2nnc(CNc3cccc(Cl)c3)o2)cc1
41) Cc1cccc(OCC(=O)Nc2ccc3c(c2)OCO3)c1C
42) COC(=O)c1cc(NC(=O)c2ccoc2C)cc(C(=O)OC)c1
Screen / compound no. | 37 | 38 | 39 | 40 | 41 | 42
AmpC detergent | -2% | 3% | ? | -3% | -12% | -1%
HCV inhibitor | 9% | -10% | ? | ? | ? | -28%
FBPA Giardia inh | 0% | -10% | -4% | -13% | -6% | ?
AMA1-RON2 inh | 10% | 6% | -21% | 17% | -2% | 8%
Sm TGR block | 0% | ? | 16µM* | 0% | -5% | 4%
HCMV antiviral | 3 | -21 | -17 | -11 | 3 | 35

Part of the list above, reduced to AMA1-RON2 inh:
No. | Compound | AMA1-RON2 inh
42 | COC(=O)c1cc(NC(=O)c2ccoc2C)cc(C(=O)OC)c1 | 8%
37 | COc1ccc(OCC(=O)N/N=C/c2ccsc2)cc1 | 10%
40 | Clc1ccc(CSc2nnc(CNc3cccc(Cl)c3)o2)cc1 | 17%
38 | CN(C)C(=O)N1CCC(C(=O)N2CCCC(C(=O)c3cccc4ccccc34)C2)CC1 (configuration not stated) | 6%

(next part)
43) CC1CCN(c2ncnc3ccccc23)CC1
44) CC(=O)N1CCc2cc(Br)cc(S(=O)(=O)CCC(=O)N3CCN(c4ccccc4)CC3)c21
45) CC(Oc1ccccc1Cl)c1nnc(N)s1 (configuration not stated)
46) CC(=O)c1ccc(OCCCC(=O)NC2CCCCC2C)cc1 (configuration not stated)
47) CC(=O)N1CCN(c2ncnc3sc(-c4ccccc4)cc23)CC1
48) Cn1cccc1C(=O)NC(=O)COC(=O)c1ccc(S(C)(=O)=O)cc1
Screen / compound no. | 43 | 44 | 45 | 46 | 47 | 48
AmpC detergent | -14% | ? | -4% | -7% | 7% | ·
HCV inhibitor | 11µM* | · | 11% | -6% | ? | 2%
FBPA Giardia inh | -20% | · | 8% | 8% | -4% | ·
AMA1-RON2 inh | -8% | · | -1% | 13% | -6% | -2%
Sm TGR block | 2% | -7% | -1% | -4% | -9% | ·
HCMV antiviral | -72* | -8 | -16 | -21 | -19 | 29

49) Cc1ccc(CC2CC(=O)N(C(Cc3ccccc3)C(=O)O)C2=O)cc1 (configuration not stated)
50) O=[N+]([O-])c1ccc(C[n+]2ccc(Cc3ccccc3)cc2)cc1
51) O=C(CSc1nc(-c2ccccc2F)nc2nc[nH]c12)Nc1c(Cl)cc(Cl)cc1Cl
52) COC(=O)c1sc2ccccc2c1NC(=O)c1cccs1
53) Nc1cc(Cl)ccc1C(=O)OCC(=O)NCc1cccs1
54) CCOC(=O)/C(C#N)=C1\C(=O)N(Cc2ccccc2)c2ccccc21
Screen / compound no. | 49 | 50 | 51 | 52 | 53 | 54
AmpC detergent | -5% | 1% | ? | 1% | · | 2%
HCV inhibitor | 12% | 5% | 1% | ? | -22% | 5%
FBPA Giardia inh | 21% | ? | -2% | -3% | · | ?
AMA1-RON2 inh | -7% | -5% | · | 19% | -2% | -24%
Sm TGR block | -3% | -2% | -11% | -5% | · | -3%
HCMV antiviral | -16 | -74* | -35 | -1 | 0 | ?

55) O=C(Cc1ccccc1)Nc1ccc(C(=O)Nc2ccc(O)cc2)cc1
56) COc1ccc(NC(=O)CNC(=O)c2ccc([N+](=O)[O-])cc2)cc1
57) COc1cccc(-c2nnc3sc(-c4ccccc4)nn23)c1
58) N#Cc1ccc(C(=O)NNC(=O)c2ccncc2)cc1
Screen / compound no. | 55 | 56 | 57 | 58
AmpC detergent | 3% | -11% | ? | -6%
HCV inhibitor | -3% | 21% | ? | 9%
FBPA Giardia inh | 3% | -1% | 5% | -11%
AMA1-RON2 inh | 4% | -1% | -2% | 3%
Sm TGR block | 3% | 5% | -1% | 8%
HCMV antiviral | -38 | ? | 43 | -16

Complete entries, looked up by structure. Values in the order: AmpC detergent, HCV inhibitor, FBPA Giardia inh, AMA1-RON2 inh, Sm TGR block, HCMV antiviral
Listed for COc1cccc(-c2nnc3sc(-c4ccccc4)nn23)c1 : ?, ?, 5%, -2%, -1%, 43
Listed for N#Cc1ccc(C(=O)NNC(=O)c2ccncc2)cc1 : -6%, 9%, -11%, 3%, 8%, -16
